# Screens: PubChem BioAssay, several laboratories
# OXTR ag: human OXTR agonists, primary screen, fluorescence, CHO-OTR cells, Fluo-8 calcium; Fluo-8 calcium fluorescence; normalized: DMSO 0%, oxytocin 100%; activation, % at 3 µM; 320,000 tested, 0.32% active;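 active = activation above the mean of all tested compounds plus 3 SD, cutoff set per screening run, cut at about 20% in these data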;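 also: peak over basal fluorescence ratio from a 100 s FLIPR kinetic read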
# Target sequence (P30559 whole entry, looked up): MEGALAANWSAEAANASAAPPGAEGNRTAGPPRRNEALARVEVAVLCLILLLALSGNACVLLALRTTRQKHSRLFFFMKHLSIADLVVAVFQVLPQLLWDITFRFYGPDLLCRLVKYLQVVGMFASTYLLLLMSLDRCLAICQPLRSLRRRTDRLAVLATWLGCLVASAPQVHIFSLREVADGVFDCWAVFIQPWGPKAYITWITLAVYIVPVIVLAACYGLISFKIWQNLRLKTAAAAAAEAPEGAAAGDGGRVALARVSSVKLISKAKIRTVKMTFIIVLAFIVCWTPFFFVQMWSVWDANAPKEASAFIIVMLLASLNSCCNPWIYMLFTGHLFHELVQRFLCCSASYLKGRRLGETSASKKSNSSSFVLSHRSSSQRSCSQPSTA
# PHOSPHO1 block: PubChem AID 1565. 290,000 tested, 1.1% active. recombinant PHOSPHO1, absorbance phosphatase assay. Phosphoethanolamine/phosphocholine phosphatase (Homo sapiens), Q8TCT1. inhibition, % at 13.3 µM; in the data active = inhibition above about 60%
# Target sequence (Q8TCT1 whole entry, looked up): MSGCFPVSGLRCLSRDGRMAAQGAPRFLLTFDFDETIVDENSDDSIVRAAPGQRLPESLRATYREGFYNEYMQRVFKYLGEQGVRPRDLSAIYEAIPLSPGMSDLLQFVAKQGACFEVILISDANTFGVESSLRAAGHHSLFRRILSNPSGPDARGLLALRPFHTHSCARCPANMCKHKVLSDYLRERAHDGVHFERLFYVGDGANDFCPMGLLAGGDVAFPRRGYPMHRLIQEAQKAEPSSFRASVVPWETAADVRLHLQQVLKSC
# GPR7 antag: GPR7 receptor antagonists, primary screen, cell-based, fluorescence, single concentration | inhibition, % at 4.4 µM | GPR7-expressing cells, fluorescence antagonist assay | 290,000 tested, 1.1% active | AID 1861, 2009; in the data active = inhibition above about 16%, passing the limit was not always enough;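 also: cells stimulated with the agonist NPW; 0% = agonist with vehicle and 100% = vehicle without agonist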
# Target sequence (P48145 whole entry, looked up): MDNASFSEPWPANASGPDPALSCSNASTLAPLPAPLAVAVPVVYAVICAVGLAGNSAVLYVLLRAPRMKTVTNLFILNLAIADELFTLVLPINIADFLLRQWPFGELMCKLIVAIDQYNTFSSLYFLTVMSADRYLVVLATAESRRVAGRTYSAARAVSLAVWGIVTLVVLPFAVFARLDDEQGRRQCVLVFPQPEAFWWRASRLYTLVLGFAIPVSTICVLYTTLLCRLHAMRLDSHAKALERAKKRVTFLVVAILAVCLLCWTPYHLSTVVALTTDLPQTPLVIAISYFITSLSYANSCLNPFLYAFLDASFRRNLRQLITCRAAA
# NALP1 inh: NALP1 inflammasome inhibitors in reconstituted yeast, colorimetric, S. cerevisiae, triplicate retest; S. cerevisiae NALP1/ASC/caspase-1 growth, X-gal OD620, 72 h; 280,000 tested, 0.61% active; AID 2071, 2009; inhibition, % at 10 µM; in the data active = inhibition mostly above about 24%, no sharp cut-off; inactive = mostly below about 32%; also: some compounds called inactive have numbers as strong as hits
# MEKK2 mut-MEK5: MEK5 binding signal on mutant MEKK2 PB1, primary screen, biochemical, multiplex bead flow cytometry, Alexa488-MEK5; Alexa488-MEK5 binding to MEKK2 mutant; percent response, % at 10 µM; 290,000 tested, 0.35% active; in the data active = percent response above about 24%, passing the limit was not always enough; also: inactives centre near 1; some results filed as inactive read as strong as hits; reference of the scale not given here
# M18AAP inhibitor: PfM18AAP inhibitors, malaria aminopeptidase, primary screen, biochemical, QFRET, recombinant enzyme; H-Glu-NHMec fluorogenic cleavage; 290,000 tested, 1.2% active; inhibition, % at 7.35 µM; M18 aspartyl aminopeptidase (Plasmodium falciparum 3D7); AID 1822, 2009;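 active = inhibition above the campaign mean inhibition over all tested compounds plus 3 SD, cut at about 28% in these data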;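 also: 0% = plate median of test compound wells and 100% = 2 mM ZnCl2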
# MEKK3 PB1 HTS: modulators of MEKK3-MEK5 PB1 binding, primary screen, biochemical, wildtype MEKK3, multiplex bead flow cytometry, Alexa488-MEK5; bead-based flow cytometry, Alexa488-MEK5 binding to MEKK3; actives lie on both sides; 0 = blocked by unlabeled MEK5, 100 = vehicle; binding response (% of control), % at 10 µM; Mitogen-activated protein kinase kinase kinase 3 (Homo sapiens), Q99759; 290,000 tested, 1.4% active; AID 1529, 2009;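 active = binding response more than 3 SD above or below the average of its plate-row segment, actives on both sides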;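 also: Alexa488 bead fluorescence after subtracting the streptavidin-only scavenger bead signal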
# MEKK2 WT-MEK5: modulators of MEK5 binding to wildtype MEKK2, primary screen, biochemical, multiplex bead flow cytometry, Alexa488-MEK5; Mitogen-activated protein kinase kinase kinase 2 (Homo sapiens), Q9Y2U5; Alexa488-MEK5 binding to MEKK2 WT; actives lie on both sides; binding response (% of control), % at 10 µM; 290,000 tested, 1.1% active; AID 1531, 2009; in the data active = binding response below about 67% or above about 130%
# DNA FID counter: compounds displacing fluorescent DNA intercalator, primary screen, artefact control for HCV NS3 helicase inhibitor project, biochemical, FID fluorescence; DNA fluorescent intercalator displacement; inhibition, % at 7.9 µM; 290,000 tested, 0.17% active; AID 1845, 2009; in the data active = inhibition above about 37%;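 also: 0% = vehicle and 100% = reference compound; higher means more ethidium bromide displaced from hairpin DNA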
# The depositor's hits bear a star; x = not tested or not shown. Random draw from the library. About 6.2% of those tested had a hit in this group.
SMILES,OXTR ag,PHOSPHO1 block,GPR7 antag,NALP1 inh,MEKK2 mut-MEK5,M18AAP inhibitor,MEKK3 PB1 HTS,MEKK2 WT-MEK5,DNA FID counter
COc1cccc(-n2c(-c3ccco3)nc3nc4ccccc4nc32)c1,-1.2,-6,7,22,-1,-4,98,99,5
CCOP(=O)(OCC)c1nc(-c2cccc3ccccc23)oc1N1CCCCC1,-2.2,5,-16,21,1,3,101,102,-18
O=c1c2cc([N+](=O)[O-])ccc2nc2n1CCCC2,0.3,36,20,13,2,5,105,101,1
O=C(c1ccccc1F)N1CCN(C(=O)C(c2ccccc2)c2ccccc2)CC1,1.0,18,-4,24,-2,-5,99,97,-38
CCCC1C(c2ccco2)NC(c2ccco2)CC1(C)O (configuration not stated),-0.6,5,-10,-2,11,9,101,99,9
Cc1cc(C)c(S(=O)(=O)n2ccc(-c3ccc(OCCN(C)c4ccccn4)cc3)n2)c(C)c1,-0.2,8,-17,5,-8,5,84,86,-4
N#CCCn1c(C(C#N)(CCC#N)CCC#N)nc2ccccc21,-0.1,15,-7,19,-1,-3,102,100,2
O=C(CN1CCOCC1)Nc1ccc2c(c1)CCC2,-0.4,33,0,x,-23,-7,84,83,-3
O=C(c1ccc(Cl)cc1)N1CCN(c2ccc([N+](=O)[O-])c(NCc3cccnc3)c2)CC1,-1.2,x,-4,x,2,9,103,105,-12
COc1ccc(CCC(=O)NCc2ccco2)cc1,-1.0,6,10,6,5,3,108,112,-6
COc1ccc(NC(=O)C(=O)N/N=C\c2ccc(CNC(=O)C(=O)Nc3ccc(C)c(C)c3)o2)c(OC)c1,-0.8,19,-1,18,3,13,103,98,-19
Cc1ccc(NC(=O)COC(=O)c2cc(C)nc3ccccc23)c([N+](=O)[O-])c1,-0.2,-7,-9,38,14,-5,98,106,1
CC(C)(C)n1nc2c(c1NC(=O)c1cc3ccccc3o1)CSC2,-0.6,57,-15,-8,-2,-1,101,94,-14
O=C(COc1ccccc1)n1nc(-c2ccc(Cl)cc2)nc1NCc1ccco1,1.2,-3,0,31,0,-4,100,100,2
Cc1cc(C)cc(NC(=O)c2nccnc2C(=O)O)c1,-0.1,-1,-6,-13,13,3,106,113,5
CSc1nnc2c(n1)[nH]c1c(C)cccc12,1.2,-14,0,13,-1,8,102,100,1
Nc1nc(NCc2ccco2)nn1-c1ccccc1,0.7,17,-3,-1,-4,7,101,100,12
CS(=O)(=O)Nc1ccc(C(=O)Nc2ccccc2Sc2ccccc2)cc1,1.4,-19,-9,-2,-2,-1,100,96,-15
Cc1noc(C)c1CN1C(=O)c2cccc([N+](=O)[O-])c2C1=O,0.9,27,-18,7,2,-13,106,102,-2
COC(=O)c1sc(NC(=O)CSc2nc3cccnc3n2C)nc1C,4.7,23,-7,1,-3,4,98,92,-12
Cn1c(N)c(C(=O)Nc2cccc(Cl)c2)c(=O)n(C)c1=O,4.0,28,0,12,3,-1,103,106,1
Cc1cnc(C)c(N2CCN(Cc3nc(-c4ccccc4)no3)CC2)n1,0.3,36,4,2,-7,-3,94,91,-33
CC1CCN(CCCCOc2ccc(C(=O)c3ccccc3)cc2)CC1,2.4,16,-2,19,10,8,106,122,10
COCc1c(Br)c(C)nc(OCC(=O)N/N=C/c2cc(C)n(-c3ccc([N+](=O)[O-])cc3)c2C)c1C#N,1.1,-9,-3,28,6,1,101,88,-2
CN1CCC(OC(=O)c2ccco2)CC1,0.6,20,3,-12,1,-3,108,101,8
COc1ccc(NC(=O)OC(CN2CCCCC2)C(F)(F)F)cc1 (configuration not stated),-0.5,24,-8,21,6,-14,101,103,2
C/C(=N/NC(=O)c1ccncc1)c1ccc2c(c1)OCO2,-0.4,x,4,15,5,-4,110,112,-8
COc1cc(C)nc(NC(=O)COc2ccc(Cl)cc2C)n1,0.0,6,-4,19,3,3,104,108,-3
O=C1ON=C(c2ccccc2)/C1=C/c1ccccc1,1.3,3,-1,4,5,12,106,105,-9
CC1(C)C2CCC1(CS(=O)(=O)Nc1ccc(S(=O)(=O)N3CCCCC3)cc1)C(=O)C2 (configuration not stated),-0.4,3,13,26,6,0,100,110,-20
CCCCCC(=O)Oc1cccc(N2C(=O)C3CCCCC3C2=O)c1 (configuration not stated),-1.2,-7,-3,-5,-13,-2,101,87,-33
O=C(NC1CCCc2ccccc21)C1CCN(S(=O)(=O)c2cccc3nsnc23)CC1 (configuration not stated),0.0,11,-12,35,x,-3,x,x,-1
O/N=C(\c1ccc(Cl)cc1Cl)c1ncc(C(F)(F)F)cc1Cl,-2.4,0,-9,-5,7,8,107,101,-8
CCc1ccc(CCC(=O)Nc2ccc(Cl)cc2)o1,-1.5,3,-1,15,3,0,109,111,-6
CCC(=O)Nc1nc(C)c(-c2csc(Nc3ccc(S(=O)(=O)Nc4cc(C)on4)cc3)n2)s1,x,24,4,32,-1,12,94,91,-8
Cc1ccc(NC(=S)NNc2ncc(C(F)(F)F)cc2Cl)cc1,1.8,-6,-10,15,13,20,98,95,-13
CCOc1cccc(/C=N/NC(=O)C2CCCC2)c1O,-0.2,4,-7,7,1,2,100,99,-14
Cc1ccccc1NC(=O)Cn1nc(C(=O)O)c2ccccc2c1=O,0.1,22,-11,14,7,5,100,102,-18
CCOc1ccc(C(CC(=O)O)NC(=O)C23CC4CC(CC(C4)C2)C3)cc1OC (configuration not stated),0.4,-1,-3,16,1,-11,101,102,-39
COc1ccc(CCN(C)CCC(=O)Nc2ccc(C)cc2)cc1OC,-0.1,-2,-1,27,4,-6,103,106,11
CC1CCCCC1NC(=O)c1ccc(S(=O)(=O)N2CCN(C)CC2)cc1 (configuration not stated),0.4,x,-16,2,4,8,102,102,0
CC(C)CC(c1nnnn1CC1CCCO1)N1CCN(c2nc3ccccc3s2)CC1 (configuration not stated),x,2,-11,14,8,-1,104,109,-20
O=C(CN1C(=O)NC2(CCCC2)C1=O)Nc1ccccc1N1CCCC1,0.3,24,-3,8,1,7,104,101,-10
O=C(Cc1ccccc1)Nc1ccc(NC(=O)c2ccco2)nc1,0.3,18,2,1,2,-1,102,100,-7
COc1ccc(NCc2nnc(SCC#N)n2-c2ccccc2OC)cc1,0.3,33,9,2,-1,-1,100,101,-6

# Sorted by molar mass (smallest number first): some entries from above
SMILES,OXTR ag,PHOSPHO1 block,GPR7 antag,NALP1 inh,MEKK2 mut-MEK5,M18AAP inhibitor,MEKK3 PB1 HTS,MEKK2 WT-MEK5,DNA FID counter
CCc1ccc(CCC(=O)Nc2ccc(Cl)cc2)o1,-1.5,3,-1,15,3,0,109,111,-6
O=C(CN1C(=O)NC2(CCCC2)C1=O)Nc1ccccc1N1CCCC1,0.3,24,-3,8,1,7,104,101,-10
Cc1ccc(NC(=S)NNc2ncc(C(F)(F)F)cc2Cl)cc1,1.8,-6,-10,15,13,20,98,95,-13

# Other records
SMILES,OXTR ag,PHOSPHO1 block,GPR7 antag,NALP1 inh,MEKK2 mut-MEK5,M18AAP inhibitor,MEKK3 PB1 HTS,MEKK2 WT-MEK5,DNA FID counter
COc1ccc(S(=O)(=O)N2CC(C)OC(C)C2)cc1C(=O)N1CCCCC1 (configuration not stated),0.6,22,8,4,3,-6,101,104,-27
C/C(=N\Nc1ccccn1)c1cccs1,-1.2,4,5,1,2,9,101,106,3
CN(C)c1nc(Cl)cc(N2CCOCC2)n1,-1.8,1,0,x,-7,1,104,100,-1
CN(C)S(=O)(=O)Oc1ccc(C(=O)Nc2cccc(Cl)c2)cc1,4.2,55,13,11,-3,2,98,94,-2
CCN(CC)CCCNC(=O)c1oc2ccc(S(=O)(=O)N3CC(C)CC(C)C3)cc2c1C (configuration not stated),0.3,23,4,12,13,-6,102,117,22
O=C(O)c1ccc(-n2nnc3ccccc32)c([N+](=O)[O-])c1,0.8,32,0,24,-5,-9,100,102,-2
COc1ccc(/C=N/Nc2cc(C)nc3ccc(OC)cc23)c(OC)c1,-0.1,19,-6,13,180*,7,114,389*,31
O=C(Nc1cccnc1)c1noc2c1CCCCC2,1.3,-28,-19,27,x,1,x,x,1
Cc1cc(Nc2ccc(F)c(Cl)c2)n2nc(C)nc2n1,-1.3,-11,-14,20,-2,1,113,101,-9
COC(=O)c1cccc(NC(=O)c2ccc[n+]([O-])c2)c1,0.3,8,-13,17,8,-5,107,107,1
O=C(Cc1ccccc1)N1CCNCC1,0.4,24,-4,6,-2,-3,103,99,-3
CCOc1ccc(/C=C2\SC(N3CCCCC3)=NC2=O)cc1,-2.6,46,1,30,2,3,105,103,-30
NS(=O)(=O)c1ccc(NC(=O)COC(=O)c2ccco2)cc1,1.5,12,6,3,-1,4,98,96,-3
COc1ccc(Cl)cc1NC(=O)Nc1cccc([N+](=O)[O-])c1C,-0.4,9,-4,-3,4,9,104,104,0
CC(C)(C)c1ccc(C(=O)c2cn[nH]c2-c2ccccc2O)cc1,3.2,39,3,2,7,1,107,99,-28
Cc1c(Cl)cccc1NC(=O)NN1CCN(C)CC1,x,-9,-9,7,-2,0,98,98,-1
CCCCN1C(=O)C(=O)NC[C@@H]1C(C)O (some centres not stated),0.4,6,x,x,-11,x,95,91,x

# Compounds above that contain an aryl methoxy group (11):
SMILES,OXTR ag,PHOSPHO1 block,GPR7 antag,NALP1 inh,MEKK2 mut-MEK5,M18AAP inhibitor,MEKK3 PB1 HTS,MEKK2 WT-MEK5,DNA FID counter
COc1cccc(-n2c(-c3ccco3)nc3nc4ccccc4nc32)c1,-1.2,-6,7,22,-1,-4,98,99,5
COc1ccc(CCC(=O)NCc2ccco2)cc1,-1.0,6,10,6,5,3,108,112,-6
COc1ccc(NC(=O)C(=O)N/N=C\c2ccc(CNC(=O)C(=O)Nc3ccc(C)c(C)c3)o2)c(OC)c1,-0.8,19,-1,18,3,13,103,98,-19
COc1ccc(NC(=O)OC(CN2CCCCC2)C(F)(F)F)cc1 (configuration not stated),-0.5,24,-8,21,6,-14,101,103,2
COc1cc(C)nc(NC(=O)COc2ccc(Cl)cc2C)n1,0.0,6,-4,19,3,3,104,108,-3
CCOc1ccc(C(CC(=O)O)NC(=O)C23CC4CC(CC(C4)C2)C3)cc1OC (configuration not stated),0.4,-1,-3,16,1,-11,101,102,-39
COc1ccc(CCN(C)CCC(=O)Nc2ccc(C)cc2)cc1OC,-0.1,-2,-1,27,4,-6,103,106,11
COc1ccc(NCc2nnc(SCC#N)n2-c2ccccc2OC)cc1,0.3,33,9,2,-1,-1,100,101,-6
COc1ccc(S(=O)(=O)N2CC(C)OC(C)C2)cc1C(=O)N1CCCCC1 (configuration not stated),0.6,22,8,4,3,-6,101,104,-27
COc1ccc(/C=N/Nc2cc(C)nc3ccc(OC)cc23)c(OC)c1,-0.1,19,-6,13,180*,7,114,389*,31
COc1ccc(Cl)cc1NC(=O)Nc1cccc([N+](=O)[O-])c1C,-0.4,9,-4,-3,4,9,104,104,0
